Screens: PubChem, Vanderbilt High Throughput Screening Facility
Cav32 inh – Cav3.2 calcium influx blockers – cell-based, Fluo-4 calcium fluorescence, FDSS, MLSMR library, primary screen; Voltage-dependent T-type calcium channel subunit alpha-1H (Homo sapiens), O95180; Cav3.2-expressing cells; active compounds read low; B-score at 10 µM; 100,000 compounds, 4% hits;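 active means single-dose well whose peak fluorescence ratio is a statistical outlier from its plate by either plate-standardised score or position-corrected B-score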
* marks the source's active call; other numbers are inactive results. These rows are one share of the data (hit frequency here may not be typical).

SMILES	Cav32 inh
Cn1cccc1C1Nc2ccccc2NC2=C1C(=O)CC(C)(C)C2 (stereo not given)	0.15
COCC(=O)n1nc(-c2ccccc2)nc1NCc1ccc(F)cc1	-1.2
Cc1ccc2nc(C3CCN(C(=O)NCc4ccccc4)CC3)[nH]c2c1	0.073
CCO[C@H]1OC(C(=O)N2CCN(Cc3ccccc3)CC2)=C[C@@H](c2ccc(C(F)(F)F)cc2)[C@@H]1CCCO	-0.22
O=C(NCc1nc2ccccc2[nH]1)c1cc2ccccc2oc1=O	0.26
C=CCn1c(SCCOc2ccc(OC)cc2)nnc1C(C)NC(=O)Cc1ccc(OC)cc1 (stereo not given)	-1.1
Cc1ccc(CN2C3=NC(=O)CN3c3ccccc32)cc1	0.1
Cc1cc(C)cc(N(CC(=O)O)S(=O)(=O)c2c(C)noc2C)c1	-1.7
O=C(Nc1ccc2c(c1)OCO2)C(c1ccccc1)N1CCC2(CC1)OCCO2 (stereo not given)	0.91
CC(=O)Nc1ccc(S(=O)(=O)n2cnc(C)c2)cc1	-3.8
Cc1cccc(N2CC(c3nc4ccccc4n3C)CC2=O)c1C (stereo not given)	0.8
CC(C)Cn1c(Cc2ccccc2)n[nH]c1=S	-0.47
CCOC(=O)C1CCCN(C(=O)Cc2ccc(C)cc2)C1 (stereo not given)	0.89
CC(=O)/C(=N/Nc1ccccc1)N1CCOCC1	1.2
CC(=O)NC1C(=O)N=C(SCc2ccccc2)NC1=O (stereo not given)	-0.014
Cc1ccc(C(=O)NC2(C(F)(F)F)N=C3SCCN3C2=O)cc1 (stereo not given)	0.43
COc1ccccc1-c1nc(C(F)(F)F)c(OC)o1	-1.6
O=C(Nc1nccs1)c1ccc(NC(=O)c2ccco2)cc1	0.078
C=CCOc1ccc2c(OC)c3ccoc3nc2c1OC	0.21
CCOc1ccc(NC(=O)C(C)O)c(NS(=O)(=O)c2ccc(CCNC(C)=O)cc2)c1 (stereo not given)	0.79
COc1ccc(Cc2nnc(NC(=O)c3cccc([N+](=O)[O-])c3C)s2)cc1	0.089
O=c1cc(CN2CCN(c3ccccc3)CC2)c2c(ccc3ccccc32)o1	-2
Cc1ccc(N2C(=O)C(Cl)=C(Nc3c(C)n(C)n(-c4ccccc4)c3=O)C2=O)cc1	1.1
O=C(COC(=O)CC1CC2CCC1C2)NC(=O)NCc1ccco1 (stereo not given)	-2.2
Brc1cc(Br)c2ncnc(N3CCCCC3)c2c1	0.04
Cc1cc(OCc2nnc(SCC(=O)OC3CCCCC3)o2)ccc1Cl	-0.27
O=C(NC1C2CC3CC(C2)CC1C3)C1CC1 (stereo not given)	0.59
Cc1ccc(C)c(NC(=O)CSc2nc(N)c(NC(=O)c3cccs3)c(=O)[nH]2)c1	0.45
Cc1cc2c(C)cc(=O)oc2c2c1NCCC2	0.39
CCO[C@H]1OC(C(=O)N2CCN(Cc3ccc4c(c3)OCO4)CC2)=C[C@@H](c2ccc3c(c2)OCO3)[C@@H]1CCCO	-0.19
CCN(CCNC(=O)Cn1c(=O)sc2ccccc21)c1ccccc1	0.5
COc1ccc(NC(=O)c2c(C)oc3c2CCCC3)cc1	-2.2
Cc1cccc(N(CC(=O)NC2CCCC2)C(=O)CS(=O)CC(=O)Nc2ccc3c(c2)OCO3)c1C (stereo not given)	-0.3
Cc1nonc1NC(=O)c1ccccc1Br	0.75
C#CCONC(=O)c1cc(OCC(F)(F)F)ccc1OCC(F)(F)F	-0.71
COc1cc2cc(CN(Cc3cccnc3)C(=O)NCc3ccccc3)c(=O)[nH]c2cc1OC	1.1
Cn1c(Cl)cnc1C1CC(=O)c2cc(Cl)ccc2O1 (stereo not given)	0.049
O=C(c1ccco1)N1CCN(S(=O)(=O)Cc2ccc(Cl)cc2)CC1	-0.81
CCOC(=O)c1[nH]c2ccccc2c1NC(=O)CCN1CC(C)OC(C)C1 (stereo not given)	0.9
COc1cc2c(cc1NC(=O)CSc1nc3ccccc3[nH]1)oc1ccccc12	-0.77
N#CCCn1nnc2ccccc21	-0.21
C1=C(CCNc2ncnc3c2cnn3-c2ccccc2)CCCC1	-0.096
CCOC(=O)c1[nH]c(C)c(C(=O)NCCCN2CCOCC2)c1C	0.32
COc1ccc(CNC(=O)C2CCCN(S(=O)(=O)c3c(C)n[nH]c3C)C2)cc1 (stereo not given)	-0.049
COc1cccc(C(=O)N/N=C2/SCC(=O)N2CCc2ccc(OC)c(OC)c2)c1	1.2
CCOC(=O)c1nnn(CC(=O)Nc2cccc(Cl)c2C)c1C(=O)OCC	-0.044
Cc1ccc(S(=O)(=O)NCCCN2CCOCC2)cc1C	0.54
CCOc1cc(C)c(S(=O)(=O)Nc2ccc3cn[nH]c3c2)cc1C	-1.8
CSc1ccccc1NC(=O)CCn1c(=O)sc2ccccc21	0.37
CCOc1ccccc1CN1C(=O)c2ccccc2C1C(=O)NCC1CCCO1 (stereo not given)	0.77
O=C(Nc1ccccc1)C1=C[C@@H](C2CCCCC2)C[C@@H](OCCCCO)O1	-1.4
Cc1ncoc1C(=O)Nc1nccs1	1.2
CCCCn1c(Nc2ccccc2)nc2ccccc21	0.85
CCCNC(=O)NC(=O)CSc1nc2ccccc2n1CC(C)C	-2.2
CC1(C)NC(C)(C)C(O)(C(N)=O)C1=O (stereo not given)	0.63
Cc1ccc2nc(N3CCN(c4cccc(C)c4C)CC3)c3nnnn3c2c1	-1
Cc1ccc(NS(=O)(=O)c2ccc(C(=O)N3CCN(c4ccccn4)CC3)cc2)cc1	-3.7
COc1ccc(CCNC(=O)c2ccc(CN3CCOCC3)cc2)cc1	-0.79
O=C(/C=C/c1ccccc1Cl)c1cccnc1	-0.81
COc1ccc(N2CC(C(=O)NCCC3=CCCCC3)CC2=O)cc1 (stereo not given)	-0.056
Other entries
SMILES	Cav32 inh
CC(C)Cc1nnc(NC(=O)CSc2nc(=O)cc(N)n2-c2ccccc2)s1	-0.65
Cc1cc(=O)n2nc(N3CCCC3C(=O)NCCCN3CCCCC3)sc2n1 (stereo not given)	-0.18
Cc1cc(C(=O)CSc2nnc(-c3ccccc3F)o2)c(C)n1Cc1cccs1	-4.9*
O=C(CSCc1c(Cl)cccc1Cl)Nc1nccs1	-1.2
Oc1ccccc1/C=N/c1c(-c2ccco2)nc2ccccn12	1.5
Fc1cccc(C[n+]2csc3ccccc32)c1	0.17
Cc1noc(/C=C/N(C)C)c1S(=O)(=O)NC1CCCCC1	-0.73
CCN1CCN(CC(=O)Nc2ccccc2)C(=O)C1=O	-0.55
O=C(NC(=S)Nc1ccccc1O)c1ccc(-c2ccc(Cl)cc2)o1	-0.89
COc1cccc(-c2nc(CS(=O)CC(=O)NC3CC3)c(C)o2)c1 (stereo not given)	-0.043
O=C(NCCc1ccccc1)c1cc(S(=O)(=O)N2CCOCC2)ccc1F	1.2
COc1ccc(-c2cc(=O)c3cc(C)ccc3[nH]2)cc1	1.3
COc1ccccc1NC(=O)CSc1nnc(-c2ccoc2C)n1CC1CCCO1 (stereo not given)	0.18
COC(=O)C1=C(CSCc2ccco2)NC(=O)NC1c1cc(C)ccc1C (stereo not given)	0.24
O=C1NC2CCc3nc4ccccc4c(=O)n3C2=Nc2ccccc21 (stereo not given)	-2.1
CCN(CCO)c1ccc(-n2c(N)c(C(=O)OC)c3nc4ccccc4nc32)cc1	2.3
CCC(=O)Nc1nc2ccccc2n1Cc1ccccc1C	0.95
CN(c1ccc(C(=O)NC2CC3CCC2C3)cc1)S(C)(=O)=O (stereo not given)	0.34
COc1ccc(S(=O)(=O)NC(CC(=O)NCC2CCCO2)c2ccco2)cc1 (stereo not given)	0.25
O=S(=O)(c1ccccc1)c1nc(-c2ccco2)oc1NCCCN1CCOCC1	0.7
Cc1ccc(-c2cc(C(F)F)n3ncc(C(=O)N4CCN(c5ccccn5)CC4)c3n2)cc1	-5.3*
O=C(Cn1cnc2c(nnn2-c2ccccc2)c1=O)N1CCOCC1	1.2
CCC(=O)N1CCC2(CC1)Oc1ccc(Cl)cc1C(=O)C21CC(c2cccnc2)=NO1 (stereo not given)	0.15
CCOC(=O)C1CCCc2c1[nH]c1c(C(N)=O)cccc21 (stereo not given)	-0.58
Cc1noc(/C=C/N(C)C)c1S(=O)(=O)N1CCCC(C(=O)NCc2cccs2)C1 (stereo not given)	1.2
CCc1nnc(NS(=O)(=O)c2ccc(N3C(=O)C4CC=C(Cl)CC4C3=O)cc2)s1 (stereo not given)	0.041
O=C(c1ccc(F)cc1)N1C2CCC1CC(O)(c1ccccc1F)C2 (stereo not given)	0.35
O=C(Nc1cccnc1)c1ccc(NC(=O)c2ccco2)cc1	0.5
COC(=O)CNc1nc(-c2cccnc2)nc2ccccc12	0.84
COc1ccc(-c2nc(CS(=O)CC(=O)NCc3ccco3)c(C)o2)cc1OC (stereo not given)	0.46
CCOC(=O)N1CCN(C(=O)CCSc2ccc(Cl)cc2)CC1	-0.88
COc1ccc(N2CCN(C(c3ccccc3OC)c3nnnn3C3CCCC3)CC2)cc1 (stereo not given)	-5.9*
Cc1ccn2cc(CCNC(=O)Cc3cccs3)nc2c1	0.023
Cn1c(N2CCOCC2)nc2c1c(=O)n(Cc1ccc(Cl)cc1)c(=O)n2C	0.66
Cc1cc(NC(=O)CCCS(=O)(=O)c2nc(-c3cccs3)cc(C(F)(F)F)n2)no1	1.5
O=C(c1cc(-c2ccccc2)nn1CC1CC(c2cccnc2)=NO1)N1CCOCC1 (stereo not given)	1.8
CN(C1CCCCC1)S(=O)(=O)c1ccc(Cl)c(C(=O)O)c1	0.32
CC(C)C(=O)NC(NCC1CCCO1)C(Cl)(Cl)Cl (stereo not given)	0.83
CC(C)(C)n1ncc2c(=O)n(CC(=O)NC3CCCCC3)cnc21	-0.26
Cc1nn(-c2ccc(F)cc2)c2c1cc(C#N)c1nc3ccccc3n12	0.016
COC(=O)[C@@H]1[C@@H](C)OC(=O)N[C@H]1c1ccccc1	0.59
O=C1COc2ccc(C(=O)c3ccccc3)cc2CN1	0.07
CC1CCCC(NC(=O)Nc2cccs2)C1C (stereo not given)	0.044
Cc1sc2nc(CN(Cc3cccs3)C(=O)C3CC3)[nH]c(=O)c2c1C	-2.1
CCOC(=O)c1c(C)c(C(=O)NCc2ccccn2)c(C)n1CC	0.54

Reprinted at random: 2 records from the list
SMILES	Cav32 inh
COC(=O)[C@@H]1[C@@H](C)OC(=O)N[C@H]1c1ccccc1	0.59
Cc1sc2nc(CN(Cc3cccs3)C(=O)C3CC3)[nH]c(=O)c2c1C	-2.1

More results:
SMILES	Cav32 inh
CCCn1cnc2c(c1=O)c1nc3ccccc3nc1n2CCc1ccccc1	0.4
Cc1ccc(NCc2nnc(SCC(=O)OC3CCCCC3)o2)c(C)c1	-3.2
COc1ccc(-n2c(=O)cc(N3CC(C)OC(C)C3)[nH]c2=O)cc1 (stereo not given)	0.46
O=S(=O)(c1ccccc1)c1nc(-c2ccco2)oc1NCCN1CCOCC1	-2.3
COC(=O)COc1ccc(S(=O)(=O)Nc2ccc(NC(C)=O)cc2)cc1C	0.086
CC(C)CN1CN(S(=O)(=O)c2cccs2)c2nc3ccccc3nc21	0.98
Nc1ccc(N2CCN(C(=O)c3ccco3)CC2)cc1	0.47
COc1cccc(Nc2ncnc3c2cnn3C)c1	0.47
O=C(CN1CCC(c2nc3ccccc3s2)CC1)NCc1ccccc1	-0.48
COC(C[C@H]1O[C@@H]1C(=O)[C@H](C)OCc1ccccc1)OC	0.92
CC(C)c1[nH]nc2c1C1(CCN(Cc3ccccc3)CC1)C(C#N)=C(N)O2	0.66
CCCn1c(N)c(N(C)C)c(=O)n(CC(=O)Nc2ccc(OC(F)(F)F)cc2)c1=O	0.27
CC1(C)CC(c2csc(N)n2)CCO1 (stereo not given)	0.58
Cc1ccn(Cc2n[nH]c(=S)n2Cc2ccccc2)n1	-0.07
COc1ccccc1-c1c(C(F)(F)F)oc2cc(OC(=O)c3ccccc3[N+](=O)[O-])ccc2c1=O	-0.47
O=C(CSc1nc2ccccc2s1)Nc1nccs1	-1.5
Cc1ccc(OCC(=O)Nc2ccc(N3CCCC3)cc2)cc1C	1.2
CCCOc1cccc(C(=O)Nc2cccc(NC(=O)c3ccco3)c2)c1	-2.9
Cc1cc(C(=O)CN2C(=O)NC3(CCCCC3)C2=O)c(C)n1Cc1ccc2c(c1)OCO2	-2.1
COC(=O)C(Cc1c[nH]c2ccccc12)NC(C)=O (stereo not given)	0.35
Cc1cccc(N2CCN(S(=O)(=O)c3c(C)[nH]c(=O)[nH]c3=O)CC2)c1C	1

Entries from the list above containing a Cl atom, in the order listed:
SMILES	Cav32 inh
Cc1ccc(N2C(=O)C(Cl)=C(Nc3c(C)n(C)n(-c4ccccc4)c3=O)C2=O)cc1	1.1
Cc1cc(OCc2nnc(SCC(=O)OC3CCCCC3)o2)ccc1Cl	-0.27
Cn1c(Cl)cnc1C1CC(=O)c2cc(Cl)ccc2O1 (stereo not given)	0.049
O=C(c1ccco1)N1CCN(S(=O)(=O)Cc2ccc(Cl)cc2)CC1	-0.81
CCOC(=O)c1nnn(CC(=O)Nc2cccc(Cl)c2C)c1C(=O)OCC	-0.044
O=C(/C=C/c1ccccc1Cl)c1cccnc1	-0.81
O=C(CSCc1c(Cl)cccc1Cl)Nc1nccs1	-1.2
O=C(NC(=S)Nc1ccccc1O)c1ccc(-c2ccc(Cl)cc2)o1	-0.89
CCC(=O)N1CCC2(CC1)Oc1ccc(Cl)cc1C(=O)C21CC(c2cccnc2)=NO1 (stereo not given)	0.15
CCc1nnc(NS(=O)(=O)c2ccc(N3C(=O)C4CC=C(Cl)CC4C3=O)cc2)s1 (stereo not given)	0.041
CCOC(=O)N1CCN(C(=O)CCSc2ccc(Cl)cc2)CC1	-0.88
Cn1c(N2CCOCC2)nc2c1c(=O)n(Cc1ccc(Cl)cc1)c(=O)n2C	0.66
CN(C1CCCCC1)S(=O)(=O)c1ccc(Cl)c(C(=O)O)c1	0.32
CC(C)C(=O)NC(NCC1CCCO1)C(Cl)(Cl)Cl (stereo not given)	0.83
